sdo1 growth – sdo1-depleted yeast growth rescue; S. cerevisiae sdo1-depleted JHY4D growth rescue, OD600 30 h; stronger effect = higher value; pdr5 snq2 efflux-pump mutant strain; AID 817; z-score at 10 µM; 0.21% of 140,000 active;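 active = z-score above 3 at both the 24 hr and the 30 hr optical density reads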;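 also: z-score against mean and SD of all compound wells on the same plate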
INS promoter inh – TRM-6 insulin promoter activity inhibition | inhibition, % at 2 µM | 0.9% of 130,000 active | TRM-6 cells (human fetal islet line), insulin promoter-eGFP reporter, imaging; reporter expression induced with tamoxifen;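 active = inhibition above the mean plus 3 SD, with well images judged a real hit on visual review, cut at about 60% in these data, passing the limit was not always enough; inconclusive = inhibition over the cutoff but images rejected on review; inactive = inhibition not above the cutoff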
sdo1 growth Rescue 24 h – further read-out of sdo1 growth, marked with its call; z-score; S. cerevisiae sdo1-depleted JHY4D growth rescue, OD600; measured here: growth rescue at 24 h;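 0 is the plate mean of compound wells and units are plate SD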
An asterisk follows results filed as active; u = inconclusive; x = no result given. Rows are unselected; about 0.99% have a hit in one of these screens.

cpd	sdo1 growth	sdo1 growth Rescue 24 h	INS promoter inh	SMILES
1	-2.51	-1.51	x	COC(=O)c1cc(N2C(=O)C3C(C2=O)C2(C)C=CC3(C)O2)ccc1Cl (stereo unspecified)
2	0.97	0.82	x	CCn1nc(C(=O)NCCc2ccc(S(N)(=O)=O)cc2)c2ccccc2c1=O
3	-1.42	-1.11	10.8	CCOC(=O)C1=C(CN2CCSCC2)NC(=O)NC1c1cc(C)ccc1C (stereo unspecified)
4	-0.07	0.03	-33.3	CC(C)=CC(=O)Nc1nnc(-c2ccc(F)cc2)s1
5	0.47	-0.05	30.8	COc1ccc(N=C(N)SCc2ccccn2)cc1
6	-1.38	-0.17	-121.4	Cn1c(NC(=O)c2cccc(Cn3cc(Cl)cn3)c2)nc2ccccc21
7	0.42	0.24	x	CN(C)CCNc1oc(/C=C/c2ccccc2)nc1C#N
8	-1.52	-1.32	36.1	COCCN(C(=O)C1CC1)c1nnc(-c2ccc(C)cc2)s1
9	-0.1	1.96	42.9	CCOc1ccc2nc(N3CCC(C(=O)Nc4nnc(CC)s4)CC3)sc2c1
10	x	x	5.9	Cc1nn(C(=O)CCCn2cc([N+](=O)[O-])cn2)c(C)c1Cl
11	x	x	-23.5	CCc1cc2c(=O)[nH]c(CC(N)=O)nc2s1
12	0.92	1.08	17.9	Cc1ccc(S(=O)(=O)N(C)C)cc1NC(=O)CN1C(=O)NC2(CCCc3ccccc32)C1=O (stereo unspecified)
13	0.07	0.1	-25.0	COc1cccc(NC(=O)CSc2nnc(CNC(=O)c3ccccc3)n2C)c1
14	x	x	-55.0	Cc1ccc(C)c(NC(=S)N(CCN(C)C)C(C)c2ccccn2)c1 (stereo unspecified)
15	1.6	2.11	x	O=C(OCCN1CCCC1=O)c1cc(F)c(F)c(F)c1F
16	-0.88	-0.52	0.0	COc1ccc(-c2csc(-c3cc4ccccc4oc3=N)n2)cc1
17	-1.52	-1.03	x	Cc1ccc(OCC(=O)N/N=C\c2cn(Cc3ccccc3)c3ccccc23)cc1C
18	-0.94	-1.13	x	Cc1ccc(-n2cccc2C(=S)N=P(N(C)C)(N(C)C)N(C)C)cc1
19	0.77	0.8	-2.6	COc1cc2c(C(=O)NCCCN3CCN(c4cccc(Cl)c4)CC3)cn(C)c(=O)c2cc1OC
20	0.96	1.4	-38.5	CCc1nnc(NC(=O)CN2C(=O)CCC2=O)s1
21	0.45	0.2	-44.4	COc1ccc(S(=O)(=O)/N=C2/NC(=O)/C(=C/c3ccco3)S2)cc1
22	0.06	-0.49	-13.3	Cc1ccc(N(Cc2ccco2)C(=O)c2ccc(N3CCCCC3)c([N+](=O)[O-])c2)cc1
23	0.77	0.21	66.7	CC(C)(C)C(=O)NC1CCN(S(C)(=O)=O)CC1
24	0.95	0.92	13.3	CCOP(=O)(OCC)c1nc(-c2cccc3ccccc23)oc1N1CCOCC1
25	1.53	1.61	x	Cc1nnc(NC(=O)CSc2cn(CCNC(=O)c3ccccc3)c3ccccc23)s1
26	x	x	-15.4	CN(C)CCOCCOc1ccc(Cl)c2ccccc12
27	0.89	1.52	-93.8	CC(=O)NC1=NN(C(C)=O)C(C)(c2cccs2)S1 (stereo unspecified)
28	0.66	-0.06	-16.7	Cc1ccc2cc(C)c3nnc(SCC(=O)NCc4ccco4)n3c2c1
29	0.91	0.68	x	Cc1ccc(-n2c3c(c(=O)[nH]c2=O)C(NS(=O)(=O)c2ccc(Cl)cc2)(C(F)(F)F)C(=O)N3)cc1 (stereo unspecified)
30	-0.17	-0.2	x	COc1ccc(C)cc1NC(=S)NNC(=O)c1ccccc1Cl

Seven compounds out of the list, arranged by heavy-atom count, ascending:
cpd	sdo1 growth	sdo1 growth Rescue 24 h	INS promoter inh	SMILES
20	0.96	1.4	-38.5	CCc1nnc(NC(=O)CN2C(=O)CCC2=O)s1
4	-0.07	0.03	-33.3	CC(C)=CC(=O)Nc1nnc(-c2ccc(F)cc2)s1
8	-1.52	-1.32	36.1	COCCN(C(=O)C1CC1)c1nnc(-c2ccc(C)cc2)s1
21	0.45	0.2	-44.4	COc1ccc(S(=O)(=O)/N=C2/NC(=O)/C(=C/c3ccco3)S2)cc1
3	-1.42	-1.11	10.8	CCOC(=O)C1=C(CN2CCSCC2)NC(=O)NC1c1cc(C)ccc1C (stereo unspecified)
25	1.53	1.61	x	Cc1nnc(NC(=O)CSc2cn(CCNC(=O)c3ccccc3)c3ccccc23)s1
12	0.92	1.08	17.9	Cc1ccc(S(=O)(=O)N(C)C)cc1NC(=O)CN1C(=O)NC2(CCCc3ccccc32)C1=O (stereo unspecified)

(next part)
cpd	sdo1 growth	sdo1 growth Rescue 24 h	INS promoter inh	SMILES
31	-0.75	-0.54	x	O=C(/C=C\c1ccccc1OC(=O)c1ccccc1F)c1cc2ccccc2o1
32	-1.07	-1.02	46.7	COc1ccccc1C/C(N)=N/OC(=O)COc1ccc2ccccc2c1
33	0.59	0.49	x	O=C1Nc2ccc(S(=O)(=O)N3CCCC3)c3ccc(S(=O)(=O)N4CCCC4)c1c23
34	-0.56	-1.07	5.6	COC(=O)c1cccc(NC(=O)CCCOc2ccccc2)c1
35	-0.27	-0.79	x	CSC1=NCCN1C(=O)COc1ccc2ccccc2c1
36	0.83	0.35	0.0	COc1ccc(N2C(=O)CC(N3CCC(C(N)=O)CC3)C2=O)cc1 (stereo unspecified)
37	1.04	0.56	6.9	COc1ccc(S(=O)(=O)NN=C2CCCC2)cc1
38	-1.68	-1.25	-28.6	CCn1c(COc2ccc(Cl)cc2)nnc1SCc1nc2ccccc2[nH]1
39	-0.75	-0.71	x	COc1ccccc1-n1cnc2cc(NCc3ccco3)ccc21
40	-0.22	-1.61	-28.4	COc1ccc(CNc2ccc(C(=O)O)cc2)cc1
41	-0.49	-0.8	23.1	CNC(=O)NC(=O)COC(=O)CCCSc1nc2ccccc2s1
42	0.14	-0.34	33.3	O=C(NCCN1CCN(C(=O)c2cccs2)CC1)c1cccs1
43	-2.38	-1.55	x	COC(=O)c1oc2ccc(Br)cc2c1NC(=O)CCCN1C(=O)c2ccccc2C1=O
44	1.32	1.58	-25.8	Cc1cccc2cc(CN(CCN3CCOCC3)C(=O)Nc3ccccc3F)c(=O)[nH]c12
45	0.63	-0.34	11.1	CC1(C)C2CCC1(C)C(OC(=O)CC(=O)O)C2 (stereo unspecified)

2 of the compounds above, with values under each structure:
Each structure is followed by: sdo1 growth	sdo1 growth Rescue 24 h	INS promoter inh
#37 COc1ccc(S(=O)(=O)NN=C2CCCC2)cc1
→ 1.04	0.56	6.9
#38 CCn1c(COc2ccc(Cl)cc2)nnc1SCc1nc2ccccc2[nH]1
→ -1.68	-1.25	-28.6

Taken from above:
In sdo1 growth Rescue 24 h, no. 35 is entered as -0.79
In sdo1 growth, no. 32 is entered as -1.07
In sdo1 growth, no. 41 is entered as -0.49

(further entries)
cpd	sdo1 growth	sdo1 growth Rescue 24 h	INS promoter inh	SMILES
46	0.54	0.2	x	COc1cc(C2=NOC(C(=O)N3CCCCCC3)C2)cc(OC)c1OC (stereo unspecified)
47	0.72	0.74	x	c1ccc(COc2nsnc2N2CCOCC2)cc1
48	0.08	-0.4	x	O=C(CSc1nnc(-c2ccc(Br)cc2)n1CCc1ccccc1)NC1CCS(=O)(=O)C1 (stereo unspecified)
49	-0.49	-0.08	-3.7	COc1ccc2c(c1)-c1c(sn(-c3ccccc3)c1=S)C(C)(C)N2
50	0.62	1.55	0.0	CC1(C)Nc2ccccc2N(CC(=O)N2CCCCC2)C1=O
51	-2.09	-1.39	-2.9	N#Cc1nc(-c2ccccc2F)oc1NCCc1ccccc1
52	-0.02	0.03	-8.3	Cc1nn(C)cc1CNC(=O)C1(C)CC1(Cl)Cl (stereo unspecified)
53	-0.56	-0.47	-39.4	COC(=O)C1Cc2c([nH]c3ccccc23)CN1 (stereo unspecified)
54	x	x	u	COc1ccc(-c2cn3cc([N+](=O)[O-])ccc3n2)cc1OC
55	0.6	0.21	-44.8	Cc1ccc(S(=O)(=O)/N=C2\SC(CC(=O)Nc3ccc(F)cc3)C(=O)N2c2ccccc2)cc1 (stereo unspecified)
56	0.55	-0.08	4.5	COc1ccc2c(c1)C(NC(=O)C(F)(F)F)CC2=O (stereo unspecified)
57	0.52	0.32	14.8	CN(c1ccccc1)S(=O)(=O)c1ccc(Cl)c(C(=O)Nc2ccc(-c3nc4ccccc4[nH]3)cc2)c1
58	1.25	1.22	-84.0	O=C(NCC1CCCO1)C1CCC(CNS(=O)(=O)c2ccccc2)CC1 (stereo unspecified)
59	-1.54	-0.43	9.8	O=C(N/N=C/c1cn(-c2cccs2)nc1-c1ccccc1)c1ccccc1O
60	x	x	11.8	O=[N+]([O-])c1ccccc1N/N=C1\CCc2ccccc21
61	0.42	0.63	x	Cc1ccc(C)c(OCC(=O)Nc2c[nH]c(=O)[nH]c2=O)c1
62	0.04	0.12	x	CCCS(=O)(=O)c1c(S(=O)(=O)CCC)c2cnccn2c1C(=O)c1ccc(F)cc1
63	0.15	-0.34	30.8	CNC(=S)NNC(=O)Cc1ccccc1
64	0.9	0.89	-3.1	CCOC(=O)c1ccc(NC(=O)CN2CCN(CCN=CC3=C(O)CC(C)(C)CC3=O)CC2)cc1
65	-1.24	-1.17	x	O=C(Nc1ccccc1)c1ccccc1Oc1ccc(C(F)(F)F)cc1[N+](=O)[O-]
66	x	x	-75.0	CN(C(=O)COC(=O)c1ccc(Cl)nc1)C1CCS(=O)(=O)C1 (stereo unspecified)
67	-0.39	-0.31	39.4	COc1nccnc1NS(=O)(=O)c1ccc(NC(=S)NC(=O)c2ccc(F)c(F)c2)cc1
68	0.02	-0.16	-7.9	COc1ccc(/C(C)=N\NS(=O)(=O)c2ccccc2)cc1OC
69	-0.01	1.4	x	Cc1cccc(N(CC(=O)NCc2ccc3c(c2)OCO3)C(=O)CCC(=O)Nc2ccccn2)c1
70	0.65	0.67	-17.6	CCOc1cc(N2CCCC2)ccc1[N+](=O)[O-]
71	0.28	0.07	-10.7	COc1ccc(N(CN2C(=O)C3CC=CCC3C2=O)C(=O)c2ccco2)cc1 (stereo unspecified)
72	0.78	-0.29	39.4	COc1ccccc1Cn1nnc2c(=O)[nH]c(C3CCN(C(=O)c4ccc(F)cc4)CC3)nc21
73	-0.47	-0.26	0.0	CC1CCN(c2oc(Cc3cccc4ccccc34)nc2C#N)CC1
74	1.05	0.76	-13.8	COc1ccc(CNC(=O)c2ccc(S(=O)(=O)N3CCCC3)cc2)cc1OC
75	-1.11	-1.39	33.3	CCOc1ccc2nc(NC(=O)CSc3nc4c(c(=O)n(C)c(=O)n4C)n3C(C)C)sc2c1
76	x	x	-211.1	CCCS(=O)(=O)NCCc1cc2c(C)ccc(C)c2[nH]c1=O
77	0.07	0.04	-47.6	NS(=O)(=O)c1cc(C2(O)NC(=O)c3ccccc32)ccc1Cl (stereo unspecified)
78	-0.17	0.32	18.8	COc1ccccc1NC(=S)N(Cc1ccccc1)Cc1ccccn1
79	0.39	0.24	-3.6	COc1ccc(NS(=O)(=O)c2ccc(SC)cc2)c(OC)c1
80	x	x	11.1	COc1ccc(C(=O)NNC(=O)c2cc(C)[nH]n2)cc1
81	-0.4	-1.5	-10.7	COc1cc2nc(CSc3nc(-c4ccc(F)cc4)cs3)[nH]c(=O)c2cc1OC
82	-0.42	-0.98	x	CCOC(=O)N1CCN(C(=O)CSc2nnc(Cc3cccn3C)n2CCc2ccccc2)CC1
83	-0.45	-0.84	41.9	CCc1ccc(OCC(=O)Nc2ccc(-c3cc4ccccc4oc3=O)c(OC)c2)cc1
84	1.18	1.09	34.2	CC(=O)Nc1ccc(S(=O)(=O)NCc2cn3c(C)csc3n2)cc1
85	-0.41	-0.3	x	COc1ccc(CNC(=O)C2CCN(S(=O)(=O)c3ccc(-c4nn[nH]n4)cc3)CC2)cc1
86	x	x	-21.4	Cc1snc(SCC(=O)c2ccc(F)cc2)c1C#N
87	0.9	0.63	x	O=C(CSc1ncn[nH]1)NCCCc1ccccc1
88	-2.03	-2.59	-13.5	OC(CNCc1ccco1)Cn1c2ccc(Br)cc2c2cc(Br)ccc21 (stereo unspecified)

Assay outcomes as filed in PubChem.
